Screening data: PubChem, several laboratories
TRPN1 ag: agonists of zebrafish TRPN1 channel. HEK293 zebrafish TRPN1-YFP, Fluo-8 calcium fluorescence; 100% = response to 87 µM carbachol. activation, % at 3 µM. hit rate 0.18% among 220,000;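 active = activation above its plate's cutoff, the mean activation of test wells on that plate plus 3 SD, cut at about 19% in these data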;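 note: 0% = DMSO alone and 100% = 87 µM carbachol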
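Material: zebrafish TRPN1-YFP in HEK293 cells. Doses: one dose of 3 µM, 0.3% DMSO. Incubation: dye 1 h 37 °C plus 30 min RT. Measured by: intracellular calcium fluorescence with Fluo-8.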
PERK inh: inhibitors of human PERK kinase; Q9NZJ5; CHO PERK-DD fusion, SEAP luminescence translation reporter; inhibition, % at 5.6 µM; hit rate 0.17% among 220,000;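 active = inhibition above the mean inhibition of all tested compounds plus 3 SD, set separately per screening campaign, cut at about 2.9% in these data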;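 note: PERK kinase domain activated by AP20187 dimerizer at 100 nM; 0% = DMSO with dimerizer and 100% = rapamycin at 8.4 µM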
EP2 mod: modulates human prostaglandin E2 receptor EP2 signaling; P43116; hit rate 0.83% among 260,000; EP2-expressing cells, cAMP HTRF FRET, PGE2 co-stimulation; induction, % at 25 µM; AID 940;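 active = compounds whose cAMP rise, as percent of the full-agonist control response, exceeds 60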;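 note: rat C6 glioma line stably carrying human EP2 under a CMV promoter; the protocol text gives 20 µM as final concentration; 100% = response of wells given 1 µM PGE2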
Target sequence (P43116 whole entry, looked up): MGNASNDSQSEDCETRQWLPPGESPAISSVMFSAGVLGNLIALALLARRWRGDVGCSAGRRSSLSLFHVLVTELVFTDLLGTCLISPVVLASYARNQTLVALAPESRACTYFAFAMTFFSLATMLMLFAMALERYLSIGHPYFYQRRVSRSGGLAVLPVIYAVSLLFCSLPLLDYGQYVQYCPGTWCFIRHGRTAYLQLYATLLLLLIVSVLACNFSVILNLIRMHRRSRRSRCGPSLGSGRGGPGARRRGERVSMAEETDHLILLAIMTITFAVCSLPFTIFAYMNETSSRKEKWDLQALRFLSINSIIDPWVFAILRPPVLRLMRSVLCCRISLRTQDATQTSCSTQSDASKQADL
Ba/F3 V617F tox: reduce viability of Ba/F3 cells dependent on JAK2V617F. hit rate 1.1% among 220,000. AID 1446. Ba/F3 EpoR-JAK2V617F viability, ATP luminescence. inhibition, % at 5.6 µM;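 active = inhibition above the campaign mean plus 3 SD over all tested compounds, cut at about 24% in these data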;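 note: cytokine-independent growth of Ba/F3 cells driven by EpoR plus mutant JAK2; 0% = DMSO-treated cells and 100% = JAK inhibitor I control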
Calpain2 inh: inhibitors of pig calpain II; purified calpain II, fluorogenic peptide substrate, 30 min; inhibition, % at 16 µM; AID 1236; hit rate 0.37% among 220,000;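 active = inhibition above about 50%, limit read from the data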
TRPML3 agonist: activates the human TRPML3 channel; HEK293 TRPML3-YFP, Fluo-8 calcium fluorescence; 100% = the carbachol control signal; activation, % at 3 µM; hit rate 0.29% among 220,000; AID 1448;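 active = activation above its plate's cutoff, the mean activation of the plate's test wells plus 3 SD, cut at about 12% in these data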;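 note: 0% = DMSO only wells and 100% = carbachol wells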
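Material: HEK293 cells stably carrying human TRPML3-YFP; compound dosing: single dose, 3 µM final nominal compound, 0.3% DMSO final; incubation: 1-h 37 °C dye load, 5-s basal, 120-s post-compound reads; technique: Fluo-8 intracellular calcium fluorescence, excitation 470-495 nm, emission 515-575 nm; read-out basis: percent activation from peak-to-basal fluorescence ratio, scaled between DMSO and carbachol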
S1P4 antag: antagonists of human S1P4 receptor; O95977; S1P4-expressing cells, antagonist mode, reporter read-out; inhibition, % at 4.98 µM; hit rate 0.26% among 220,000; in the data active = inhibition above about 29%;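 note: 0% = wells stimulated with agonist and 100% = vehicle wells without agonist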
Target sequence (O95977 whole entry, looked up): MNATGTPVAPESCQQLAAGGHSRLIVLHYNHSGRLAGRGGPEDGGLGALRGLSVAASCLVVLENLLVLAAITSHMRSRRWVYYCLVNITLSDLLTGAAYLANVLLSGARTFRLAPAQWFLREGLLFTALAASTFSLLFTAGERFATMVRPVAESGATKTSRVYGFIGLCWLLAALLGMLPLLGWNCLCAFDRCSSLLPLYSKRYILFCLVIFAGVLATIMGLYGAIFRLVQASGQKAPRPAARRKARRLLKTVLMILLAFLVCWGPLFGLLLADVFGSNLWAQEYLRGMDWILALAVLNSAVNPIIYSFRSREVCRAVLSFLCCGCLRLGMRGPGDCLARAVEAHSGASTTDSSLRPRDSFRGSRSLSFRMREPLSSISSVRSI
S1P4 agonist: agonists of human S1P4 receptor. O95977. S1P4-expressing cell line, agonist reporter assay. activation, % at 4.98 µM. hit rate 0.35% among 220,000; in the data active = activation above about 11%;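 note: 0% = DMSO vehicle and 100% = reference agonist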
BaF3 parental: parental Ba/F3 viability inhibition as JAK2V617F counter-screen. inhibition, % at 5.6 µM. CellTiter-Glo ATP luminescence. hit rate 1.1% among 220,000;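 active = inhibition above a per-campaign cutoff, the mean inhibition of all tested compounds plus 3 SD, cut at about 27% in these data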;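 note: 0% = DMSO wells and 100% = JAK Inhibitor I control wells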
* hit, by the source's call; i = inactive.

The line under a structure holds: Calpain2 inh	TRPML3 agonist	PERK inh	S1P4 agonist	EP2 mod	TRPN1 ag	BaF3 parental	S1P4 antag	Ba/F3 V617F tox
CCOC(=O)c1c(N2C(=O)CC(Sc3ccccc3C(=O)O)C2=O)sc(C)c1C (stereo not given)
 : -35	-0.3	1.5	1.4	41	1.1	-1	-6	-3
CC1CCN(C(=O)Cn2c(=O)n(CCc3ccccc3)c(=O)c3ccccc32)CC1
 : -17	0.0	-0.2	-1.6	32	1.2	2	-10	2
O=C(NC(c1ccccc1)c1ccccn1)c1cccc([N+](=O)[O-])c1 (stereo not given)
 : 15	-0.2	-0.1	-1.7	-13	-1.0	3	6	-3
Cc1ccc(-c2n[nH]c(=S)n2/N=C/c2c(C)[nH]n(-c3ccccc3)c2=O)cc1
 : 7	-1.1	1.6	-2.6	18	-2.1	2	-4	-1
CCCCC(=O)OCC(=O)Nc1cccc(S(=O)(=O)NC2=NCCCCC2)c1
 : 24	1.1	0.8	-1.5	-4	0.0	10	-11	5
CCOc1ccc(NS(=O)(=O)c2ccc(NC(=O)c3cccnc3)c(OC)c2)cc1
 : 7	1.1	1.0	-1.3	-3	1.6	5	13	-3
COC(=O)Nc1nc2c(C)cccc2s1
 : -1	0.1	0.7	-0.7	2	0.1	4	-15	-4
COc1ccc(CCNC(=O)COC(=O)c2ccc(N3CCCC3=O)cc2)cc1
 : -9	0.7	0.7	-0.1	-50	0.1	-3	-1	-2
COc1cc(OC)cc(C(=O)Nc2cccc(C(C)=O)c2)c1
 : 30	0.2	-0.9	1.0	-2	0.2	6	-7	1
Cc1cc(C)c(S(C)(=O)=O)c(Oc2cccc(C(F)(F)F)c2)n1
 : -1	-1.1	0.5	-0.9	16	-2.4	8	9	4
O=C(Nc1ccc(N2CCN(C(=O)c3ccccc3)CC2)c(Cl)c1)c1ccc(Br)o1
 : -69	0.0	-1.0	-1.7	-34	2.0	1	6	-1
O=c1c2ccccc2c(C=NCCc2ccccc2)c(O)n1Cc1ccccc1
 : 26	-0.1	-1.7	-2.4	36	1.1	3	4	-4
COc1ccc(OC)c(C(c2nnnn2C2CCCC2)N2CCN(c3ccc(F)cc3)CC2)c1 (stereo not given)
 : 15	0.7	-1.6	-2.4	20	-2.5	2	-12	-4
COCCCNCC#CCOc1ccc(OC)cc1
 : 3	-1.1	0.6	1.4	9	0.2	6	0	4
CC1=CC(C)C2COC(c3ccc[n+](C)c3)C1C2C (stereo not given)
 : -7	0.3	0.6	0.7	9	2.1	40*	-1	35*
Cc1cc(C)n2nc(S(=O)(=O)N(CC(C)C)CC(C)C)nc2n1
 : -26	0.3	0.3	0.9	15	1.4	6	0	-2
Cn1c(=O)c(=O)n(C)c2cc(S(=O)(=O)N3CCN(Cc4ccccc4)CC3)ccc21
 : -31	0.3	1.6	-0.4	7	0.8	-1	0	-3
Cc1cc(NC(=O)c2ccc3c(c2)C(=O)N(Cc2ccccc2)C3=O)no1
 : -16	0.5	1.3	-0.3	35	-2.3	-1	9	-6
O=C(NC(=S)N1CCCCCC1)c1ccccc1Cl
 : -23	0.2	1.3	1.9	1	1.0	4	-7	-1
COC(=O)C1=C(C)N(Cc2ccco2)C(=O)N[C@@H]1c1cccc(C(F)(F)F)c1
 : -3	-1.4	-0.8	0.5	22	-1.8	1	9	-3
O=C(NCc1ccc(Cl)cc1)c1ccc2nc[nH]c2c1
 : 19	0.8	0.1	0.3	-17	1.1	9	-18	3
CC(=O)NC(Cc1c[nH]c2ccccc12)C(=O)OCC(=O)Nc1cc(C)on1 (stereo not given)
 : -11	0.0	1.0	1.2	14	-0.2	0	1	-5
CC1CCN(c2nc3c(c(=O)[nH]c(=O)n3C)n2CCSc2nc3ccccc3o2)CC1
 : 25	0.3	1.3	0.5	34	0.0	1	-4	-4
O=C(O)c1ccc(-n2cc(-c3cc4ccccc4oc3=O)[nH]c2=S)cc1
 : i	-0.1	0.9	-2.3	-73	0.5	6	-14	-1
Cc1onc(-c2ccc(Cl)cc2)c1-c1ccnc(SCC(=O)Nc2cc(Cl)cc(Cl)c2)n1
 : -9	1.3	0.0	0.0	-10	-1.0	-1	-6	1
CCOC(=O)Cn1nc(-c2ccccc2)c2cnc3ccc(C)cc3c21
 : -24	1.5	-0.7	0.8	-9	-0.2	6	8	-2
COc1ccc(/C=N/NC(=O)c2nc(-c3ccccc3)cc(-c3ccccc3)n2)cc1OC
 : -376	0.1	-0.3	0.6	-9	0.9	0	4	0
COc1ccc2c(c1)c1nc3ccccc3nc1n2CCCN1C(=O)c2ccccc2C1=O
 : -7	0.6	1.2	0.8	5	0.8	7	-15	1
Clc1cccc(CSc2ccc(-c3ccco3)nn2)c1
 : -6	0.2	-0.1	1.2	18	-1.0	9	0	-1
O=C(Cn1cncn1)N/N=C/c1ccccc1Cl
 : -16	1.8	2.1	-3.0	11	1.5	-3	9	0
CCOc1cccc2sc(=NC(=O)c3ccc(S(=O)(=O)N4CCOCC4)cc3)n(C)c12
 : -304	0.7	0.2	0.1	9	1.2	10	-23	6
O=C(O)c1cccc2[nH]c(C(F)(F)F)nc12
 : -49	0.8	1.9	-0.5	12	0.0	6	-21	-4
O=C(CCCC(=O)Nc1cccnc1)Nc1cccnc1
 : -1	0.3	0.5	2.2	4	1.1	3	-12	0
COC(=O)C(CCCCNC(=O)OCc1ccccc1)NC(=O)CN (stereo not given)
 : 15	-0.1	0.5	-2.5	5	0.7	0	5	-5
CC[n+]1c(C)n(-c2ccccc2)c2ccc(C(=O)OC)cc21
 : -21	0.7	1.0	0.7	0	1.3	55*	-6	36*
Cn1nnnc1SCC(=O)Nc1ccccc1C(=O)NCc1ccccc1
 : 14	0.2	-0.3	-0.1	0	-1.2	3	18	-3
CC(=O)N1N=C(c2ccc(NS(C)(=O)=O)cc2)CC1c1ccc2nccnc2c1 (stereo not given)
 : -9	0.5	0.3	-1.8	6	1.5	6	10	1
Cc1ccc(NC(=O)C2CCN(C(=O)NC3CCCCC3)CC2)c(C)c1
 : -2	0.4	0.5	0.6	18	-0.9	-1	-2	-1
Cc1ccc(C(=O)N2CCSCC2)cc1
 : -11	0.7	0.8	0.0	9	-0.3	-1	-5	-3
O=C(Nc1ccc(Cl)cc1)C1C2CCC3C(CCC21)C3(Cl)Cl (stereo not given)
 : -31	0.9	0.2	-1.2	-3	-0.4	-1	14	-4
CCCn1c(SCC(=O)Nc2cc(S(=O)(=O)N(C)C)ccc2OC)n[nH]c1=O
 : -15	0.2	1.2	0.7	6	0.6	8	-19	0
NC(=O)c1cnn(-c2cc(Oc3ccccc3)ncn2)c1N
 : -17	0.4	1.0	0.4	-28	0.2	4	0	0
CC1CC1C(=O)OCC(=O)NCc1ccc(Cl)cc1Cl (stereo not given)
 : 6	-0.4	2.0	-1.5	34	-1.3	4	1	-1
c1ccc(N2CCN(c3ncnc4scc(-c5cccs5)c34)CC2)cc1
 : 54*	-0.4	-0.3	1.4	18	0.0	1	15	3
Cc1ccccc1OCCCC(=O)Nc1nccs1
 : -27	0.2	0.1	1.3	9	0.6	5	10	3

A second format for part of the listing above.
mol	Calpain2 inh	TRPML3 agonist	PERK inh	S1P4 agonist	EP2 mod	TRPN1 ag	BaF3 parental	S1P4 antag	Ba/F3 V617F tox
Cc1ccc(C(=O)N2CCSCC2)cc1	-11	0.7	0.8	0.0	9	-0.3	-1	-5	-3
CCCn1c(SCC(=O)Nc2cc(S(=O)(=O)N(C)C)ccc2OC)n[nH]c1=O	-15	0.2	1.2	0.7	6	0.6	8	-19	0
NC(=O)c1cnn(-c2cc(Oc3ccccc3)ncn2)c1N	-17	0.4	1.0	0.4	-28	0.2	4	0	0
O=C(Nc1ccc(Cl)cc1)C1C2CCC3C(CCC21)C3(Cl)Cl (stereo not given)	-31	0.9	0.2	-1.2	-3	-0.4	-1	14	-4
COC(=O)C(CCCCNC(=O)OCc1ccccc1)NC(=O)CN (stereo not given)	15	-0.1	0.5	-2.5	5	0.7	0	5	-5
c1ccc(N2CCN(c3ncnc4scc(-c5cccs5)c34)CC2)cc1	54*	-0.4	-0.3	1.4	18	0.0	1	15	3
CCOc1cccc2sc(=NC(=O)c3ccc(S(=O)(=O)N4CCOCC4)cc3)n(C)c12	-304	0.7	0.2	0.1	9	1.2	10	-23	6

Following part.
The line under a structure holds: Calpain2 inh	TRPML3 agonist	PERK inh	S1P4 agonist	EP2 mod	TRPN1 ag	BaF3 parental	S1P4 antag	Ba/F3 V617F tox
CCN(Cc1ccccc1)c1ccc(/C=N/N2CCOCC2)cc1
 : 4	-0.8	0.0	0.5	-27	-0.8	-2	-14	-1
CCOC(=O)c1cn(-c2ccccc2CO)c2c(F)c(F)c(F)cc2c1=O
 : -1	0.3	1.3	0.6	-3	0.4	0	-3	-4
CCSC1=NC(=O)/C(=C2/C=Cc3ccccc3N2CC)S1
 : -3	-0.4	-0.7	-0.9	35	-1.8	3	-3	4
COc1ccc(/C=N/n2c(C)nnc2C)c(OC)c1
 : -13	0.6	-0.1	1.8	42	0.7	4	-16	0
CC(Cc1ccccc1)C(=O)NCc1nc2ccccc2s1 (stereo not given)
 : 1	-0.4	0.5	-0.1	14	-0.6	0	0	-2
Cc1c(/C=C/C(=O)c2ccc(O)cc2)cnn1C
 : 5	1.4	0.2	-1.4	-12	0.6	1	-12	-3
COC(=O)c1cn(-c2ccccc2)nc1-c1ccccc1
 : 5	0.1	-1.2	3.9	30	-0.3	5	-1	8
Cc1ccc(S(=O)(=O)N2CCOCC2)cc1NC(=O)CN1CCN(c2ccc(O)cc2)CC1
 : -8	0.8	0.3	-0.4	5	0.3	11	-19	0
O=C(O)CCCNC(=O)CCn1nnc2ccccc2c1=O
 : 7	1.0	1.8	0.8	-19	-0.9	1	-3	-1
Cn1/c(=N/NC(=O)c2ccccc2Br)sc2ccccc21
 : -11	0.4	-0.4	-0.6	-58	-0.4	4	3	4
Cc1ccc(S(=O)(=O)N2CCCN(C(=O)OC(C)(C)C)CC2)cc1
 : -26	0.9	-1.0	0.6	1	1.0	-5	-7	-2
COc1ccc(Nc2ncccc2C(=O)Nc2ccccc2)cc1
 : 29	-0.8	-1.9	0.5	-4	1.2	7	-7	2
CC(C)(C)NC(=O)COC(=O)CCC(=O)c1ccc(F)cc1
 : 17	0.8	1.0	2.5	-8	-0.4	6	1	3
CC(=O)N1CCN(c2nc(N)c(C#N)c(CC#N)c2C#N)CC1
 : -43	0.7	1.0	1.1	10	1.1	-2	2	0
CC1=CC(C)C(C(=O)O)C(C(=O)O)C1 (stereo not given)
 : -7	0.0	0.6	-0.2	21	-0.9	1	-18	-3
COc1ccc(N/C=C(\C#N)c2nc3ccccc3n2C)c(OC)c1
 : 10	1.0	0.1	1.5	63*	0.8	3	-14	-3
C=CCn1c(C)cc(C2=NNC(=Nc3ccc(C)cc3)SC2)c1C
 : -22	0.1	0.6	1.2	-6	0.4	2	-11	0
O=C(CN1c2ccccc2Sc2ccccc21)N/N=C/c1ccc([N+](=O)[O-])cc1
 : -33	0.8	-0.5	-1.0	15	0.3	0	13	-5
